# KCNQ1 inh = human KCNQ1 channel inhibition | P51787 | CHO-K1 KCNQ1, FluxOR thallium flux fluorescence; active compounds read high | B-score at 10 µM | 310,000 tested, 1.3% active;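 active = compounds whose thallium flux B-score, printed positive for inhibition, exceeds three library SD while starting fluorescence stays within three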;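 note: channel opened by potassium depolarization with thallium stimulus after 20 min compound exposure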
# Target sequence (P51787 whole entry, looked up): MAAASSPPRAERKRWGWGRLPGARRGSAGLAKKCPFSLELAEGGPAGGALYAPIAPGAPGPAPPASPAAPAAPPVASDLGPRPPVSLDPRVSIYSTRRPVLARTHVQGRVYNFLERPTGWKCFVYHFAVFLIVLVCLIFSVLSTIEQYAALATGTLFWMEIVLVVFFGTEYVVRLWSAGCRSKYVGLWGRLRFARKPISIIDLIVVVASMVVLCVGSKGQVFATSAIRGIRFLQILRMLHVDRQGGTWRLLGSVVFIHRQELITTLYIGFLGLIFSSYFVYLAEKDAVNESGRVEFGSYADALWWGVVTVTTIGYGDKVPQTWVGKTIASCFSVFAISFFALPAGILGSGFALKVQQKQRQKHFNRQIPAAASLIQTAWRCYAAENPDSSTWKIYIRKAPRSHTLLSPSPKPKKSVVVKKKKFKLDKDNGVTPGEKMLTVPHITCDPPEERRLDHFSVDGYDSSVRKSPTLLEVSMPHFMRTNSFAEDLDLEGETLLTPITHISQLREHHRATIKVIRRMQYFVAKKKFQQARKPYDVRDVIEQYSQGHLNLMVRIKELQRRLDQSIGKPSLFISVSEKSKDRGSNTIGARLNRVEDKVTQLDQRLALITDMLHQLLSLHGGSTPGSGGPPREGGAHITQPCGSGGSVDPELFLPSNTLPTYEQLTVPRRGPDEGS
# GSK3 alpha inh = inhibitors of human GSK-3 alpha kinase; P49840; ADP-Glo luminescence, 60 min; inhibition, % at 10 µM; 320,000 tested, 0.1% active; AID 2650;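 in the data active = inhibition above about 50%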;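 note: GST-tagged GSK-3 alpha with peptide substrate and 25 µM ATP; 0% = DMSO neutral wells and 100% = GW8510 positive control wells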
# GSK3beta inhib = blocks human GSK3beta kinase activity. 300,000 tested, 0.038% active. GST-GSK3beta kinase, ADP-Glo luminescence, 60 min; active compounds read low. P49841. AID 2097. activity score (negative = inhibition), % at 10 µM;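 active = more than half of replicate wells score below -50%, meaning over 50% inhibition versus plate controls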;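 note: 0% = median DMSO wells and -100% = median GW8510 positive control wells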
#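 Test system: GST-fused GSK3beta enzyme, cell-free | Quantity: 1.6 ng GST-GSK3beta enzyme per well | Reagent: 25 µM ATP with peptide substrate | Schedule: 60 min enzyme reaction, room temperature | Signal: Luminescent ADP-Glo measurement of ADP formed | Read-out basis: Score relative to plate controls | Control set: DMSO and 20 µM GW8510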
# PolyA inh = inhibitors of polyadenylation in S. cerevisiae; S. cerevisiae SKY197-pL101 polyadenylation reporter, beta-gal luminescence; efflux-impaired pdr1/pdr3 knockout yeast; score 100 = 6 SD above DMSO; calls only at 12 µM; 300,000 tested, 0.02% active;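 active = lowest replicate activity score at least 50, where 100 means six control SD above control mean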;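 note: yeast exposed to compound for 9 h at 30 °C; higher score means more reporter readthrough which indicates perturbed polyadenylation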
# KCNQ1 pot = potentiates or activates the human KCNQ1 potassium channel | B-score at 10 µM | 310,000 tested, 0.35% active | CHO-K1 KCNQ1, thallium flux FluxOR fluorescence; active compounds read high;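 active = fluorescence ratio B-score, a plate-corrected score, at least three library SD, with initial intensity B-score within 5 SD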
#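 assay system = CHO-K1 cells stably expressing KCNQ1 | medium = assay buffer, equal DMSO in all wells | timing = 37 °C overnight plating, 90-min dark dye load, 20-min compound pretreatment | measured by = kinetic FluxOR thallium fluorescence, 10-s 1-Hz baseline, 110-s post-stimulus read | measure = fluorescence change relative to baseline, converted to B score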
# KCNK3 inh = human KCNK3 channel inhibition, primary screen. O14649. CHO-KCNK3 thallium flux, FluxOR fluorescence; active compounds read low. B-score at 10 µM. 340,000 tested, 0.84% active;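 active = B-score under library mean minus 4 SD, starting fluorescence ratio at most library mean plus 5 SD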;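 note: more negative B-score means stronger inhibition of thallium flux through KCNK3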
# hERG protect = hERG (human) protection from proarrhythmic block; Q12809; CHO-hERG, FluxOR thallium flux, dofetilide IC70 present; activation (rescue from dofetilide block), less the hit threshold, % at 10 µM; 310,000 tested, 0.51% active; AID 1511;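 active = activation above the mean of controls blocked by dofetilide plus 5 SD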;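 note: thallium influx through hERG after potassium depolarization seen as dye fluorescence rise; in these data hits start at about 4.7%; inactives centre near -7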
# Dyrk1A ADPGlo = Dyrk1A (rat) kinase inhibition; ADP-Glo luminescence, NFATc1 peptide; AID 504441; inhibition, % at 12.5 µM; 310,000 tested, 0.43% active; Q63470; in the data active = inhibition above about 50%;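 note: plate controls were vehicle with enzyme for no effect and no enzyme for full effect; many of its hits are not listed in these tables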
# RGS4 pot = RGS4 potentiation or activation. HEK293 M3R/inducible RGS4, carbachol calcium flux Fluo4; active compounds read low. B-score at 10 µM. 310,000 tested, 0.92% active;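 active = B-score of the integrated calcium signal more than 4 SD below the library mean, with starting fluorescence not abnormally high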;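 note: negative B-score means reduced calcium response which marks RGS4 activation or potentiation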
#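 Test system: HEK293 cells with stable M3R and inducible RGS4; also added: carbachol at ECmax as muscarinic agonist stimulus; schedule: dye loading 30 min 37 °C, buffer rest 30 min RT; technique: kinetic calcium fluorescence imaging with Fluo4-AM dye, 2 µM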
# KCNK9 inh = inhibitors of human KCNK9 two-pore domain potassium channel | Q9NPC2 | HEK293 KCNK9, FluxOR thallium flux fluorescence; active compounds read low | B-score at 10 µM | 310,000 tested, 1.2% active | AID 488922;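 active = ratio B-score over 3 SD below the library mean, with starting fluorescence within 5 SD of its mean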;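 note: negative B-score means less thallium flux so channel inhibition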
# RGS4 inh = human RGS4 inhibition; AID 463165; B-score at 10 µM; P49798; 310,000 tested, 0.45% active; HEK293 M3R/RGS4 inducible, Fluo-4 calcium flux; active compounds read high; triggered by carbachol at its EC20;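 active = B-score, a plate-corrected calcium signal, over three deviations above library mean, with baseline fluorescence within five deviations of library mean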;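 note: RGS4 expression induced by doxycycline in cells with stable M3 receptor; B-score is computed from the integrated fluorescence ratio over baseline after carbachol; higher B-score means a larger calcium signal and so more RGS4 inhibition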
# Target sequence (P49798 whole entry, looked up): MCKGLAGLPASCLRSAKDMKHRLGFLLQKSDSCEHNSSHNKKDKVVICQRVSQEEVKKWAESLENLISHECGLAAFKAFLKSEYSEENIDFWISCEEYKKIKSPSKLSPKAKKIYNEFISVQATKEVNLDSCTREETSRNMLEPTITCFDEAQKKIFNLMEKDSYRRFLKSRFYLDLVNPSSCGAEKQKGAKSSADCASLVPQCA
# Numbers without * were called inactive; i = inactive; . = no result given. Not all compounds are listed, so the mix of outcomes need not match the whole.
SMILES,KCNQ1 inh,GSK3 alpha inh,GSK3beta inhib,PolyA inh,KCNQ1 pot,KCNK3 inh,hERG protect,Dyrk1A ADPGlo,RGS4 pot,KCNK9 inh,RGS4 inh
CCOc1ccc2c(c1)s/c(=N\S(=O)(=O)c1ccc(OC)cc1)n2C(F)F,i,-1,1,i,i,i,-12,1,i,i,i
CCN(CC)CC(=O)n1c2c(c3ccccc31)CCCC2,i,-1,1,i,i,i,-12,-6,i,i,i
CN(CCc1ccccn1)C(=S)Nc1ccc(Cl)c(Cl)c1,i,-3,0,i,i,i,-4,1,i,i,i
COc1ccc2c(c1)C(=O)OC2CC(=O)O (stereo not drawn),i,-3,3,i,i,i,-7,-7,i,i,i
CCC(=O)NC(=S)Nc1ccc(NC(=O)c2cc3ccccc3o2)c(OC)c1,i,-4,2,i,i,i,-8,-5,i,i,i
CCOC(=O)C1(Cc2cccc(OC)c2)CCN(Cc2cccc(OC)c2O)CC1,i,-1,1,i,i,i,-7,2,i,i,i
C/C(=N/NC(=O)c1ccncc1)c1ccccc1,i,1,-4,i,i,i,-8,11,i,i,i
O=C(Nc1nc(-c2ccccn2)cs1)Nc1ccc(F)cc1F,i,1,2,i,i,i,-5,-4,i,i,i
CC(NC(=O)CCc1ccccc1)c1cc2c(cc1Cl)OCCO2 (stereo not drawn),i,-2,-3,i,i,i,-12,-1,i,i,i
CCOC(=O)CCC(=O)c1c(C)oc2ccc(OC)cc12,i,0,0,i,i,i,-8,10,i,i,i
Cn1c(-c2sc3cc(C(F)(F)F)cnc3c2-c2ccccn2)n[nH]c1=S,i,0,-4,i,i,i,-4,4,i,i,i
Cc1ccc(OC(=O)C2CCN(C(=O)c3ccccc3C)CC2)c(Br)c1,i,0,1,i,i,i,-16,-5,i,i,i
COc1cc(N/C(N)=N/c2nc(C)cc(C)n2)c(OC)cc1Cl,i,3,1,i,i,i,-8,1,i,i,i
O=C1N(CN2CCC3(CC2)OCCO3)c2ccccc2C12OCCCO2,i,-2,1,i,i,i,-8,-8,i,i,i
C=CCOc1c(Br)cc(CNc2ccc(NC(=O)C(C)C)cc2)cc1OCC,i,0,3,i,i,i,-7,0,i,i,i
CCOc1ccc(N2C(=O)Nc3ccccc3C2(O)C(=O)NCc2ccco2)cc1 (stereo not drawn),i,-3,3,i,i,i,-9,1,i,i,i
CCCCCC(=O)Nc1sc(C)c(C)c1C#N,i,1,-2,i,i,i,-7,5,i,i,i
COc1cc(OC)c(/C=N/NC(N)=S)cc1Br,i,-2,2,i,i,i,-11,1,i,i,i
C=CCNC(=O)CSc1ncc2c(n1)-c1c(csc1SC)CC2,i,-2,1,i,i,i,-5,.,i,i,i
CCSc1nnc(NC(=O)CSc2nccn2-c2cc(C)cc(C)c2)s1,i,-4,4,i,i,.,-5,.,i,i,i
CSC(=NC#N)N1CCN(C(=NC#N)SC)CC1,i,3,2,i,i,i,-6,1,i,i,i
COc1ccc(Cl)cc1N(CC(=O)Nc1ccccc1C(=O)N1CCCC1)S(C)(=O)=O,i,0,2,i,i,i,-3,21,i,i,i
CC1CC(C)CN(C(=O)COC(=O)c2ccc[nH]c2=O)C1 (stereo not drawn),i,-1,-2,i,i,i,-1,10,i,i,i
CC(=O)Nc1ccc(NC(=O)CSc2nnnn2-c2ccc3c(c2)OCCO3)cc1,i,.,2,i,i,i,-9,-7,i,i,i
COc1ccccc1NC(=O)c1c(C)nc2ccccc2c1C(=O)O,i,-3,2,i,i,i,-4,-6,i,i,i
Cc1cc(C)cc(N2C(=O)CCN(Cc3ccccc3)C2=O)c1,i,0,2,i,i,i,-9,-4,i,i,i
Cc1noc(C)c1COc1cccc(C(=O)Nc2ccc(C#N)cc2)c1,i,-6,1,i,i,i,-3,-1,i,i,i
Nc1nc(Br)c2c(F)cccc2c1-c1ccc(F)cc1,i,-1,0,i,i,i,-8,-10,i,i,i
CCCCN(C(=O)c1ccc2c(c1)OCCO2)c1c(N)n(CC(C)C)c(=O)[nH]c1=O,i,.,-5,i,i,i,-4,-1,i,i,i
O=C(O)c1ccc(Cl)c(S(=O)(=O)N2CCCC2)c1,i,.,-2,i,i,i,-6,3,i,i,i
CCOc1ccccc1Oc1coc2cc(OCC(=O)O)ccc2c1=O,i,0,-1,i,i,i,-9,-1,i,i,i
CCC1=NN(C(=O)c2ccccc2O)C(O)(c2ccccc2)C1 (stereo not drawn),i,-2,-3,i,i,i,-4,.,i,i,i
Cc1ccc(NC(=O)c2cc(S(=O)(=O)N3CCCC3)c[nH]2)c(C)c1,i,-1,-1,i,i,i,-13,2,i,i,i
Cc1cc(C)nc(SCC(=O)Nc2ccccc2[N+](=O)[O-])n1,i,-1,-3,i,i,i,-10,11,i,i,i
O=C(O)c1cccc(-n2cnnn2)c1,i,0,-23,.,i,i,0,-6,i,i,i
CCN(CC)S(=O)(=O)c1cc(NS(=O)(=O)c2cc(Cl)ccc2Cl)ccc1C,i,-1,-1,i,i,i,-5,3,i,i,i
Cc1ccc(S(=O)(=O)NN/C(=N/S(=O)(=O)c2ccccc2)c2ccccc2)cc1,i,0,2,i,i,i,-13,5,i,i,i
O=C(Nc1cccc2ncccc12)C(c1ccccc1)c1ccccc1,i,0,-6,i,i,i,-17,-1,i,i,i
O=C(N/N=C/c1ccc(Cl)cc1Cl)c1n[nH]c2c1CCCC2,i,-2,0,i,i,i,-9,-4,i,i,i
CCN1CCN(C(=O)N(Cc2ccc(Cl)cc2)S(=O)(=O)c2ccc(C)cc2)CC1,i,1,1,i,i,i,-9,8,i,i,i
Cc1cccc(C(=O)NNC(=O)c2ccccc2)c1,i,0,1,i,i,i,-6,7,i,i,i
O=C(CSc1nnc(-c2ccco2)n1Cc1ccccc1)c1ccc(F)cc1,i,-2,1,i,i,i,-14,-5,i,i,i
CN1CCN(c2nc3c(c(=O)n(C)c(=O)n3C)n2Cc2ccccc2Cl)CC1,i,4,-4,i,i,i,0,4,i,i,i
CCN(CC)S(=O)(=O)c1ccc(C(=O)NNC(=O)C2CCN(S(=O)(=O)c3ccc(Cl)cc3)CC2)cc1,i,-1,-3,i,i,i,-6,1,i,i,i
Cc1nc(SCC(=O)OCc2ccccc2)c2c(=O)n(C)c(=O)n(C)c2n1,i,0,-2,i,i,i,-12,6,i,i,i
COC(=O)CCCn1nc(NC(=O)c2ccco2)cc1C,i,1,-3,i,i,i,0,-3,i,i,i
O=C(Nc1cc(F)ccc1F)N1CCN(c2ccnc3cc(Cl)ccc23)CC1,i,3,-1,i,i,i,-29,.,i,i,i
COc1cccc(NC(=O)C(C)NS(=O)(=O)c2ccc(Br)cc2)c1 (stereo not drawn),i,-2,-1,i,i,i,-6,.,i,i,i
CC1(C)CC2CC(C)(CN2C(=O)COC(=O)c2cc(Cl)cc(Cl)c2N)C1 (stereo not drawn),i,2,-2,i,i,i,-10,-1,i,i,i
CCOc1cnc(-c2c(-c3ccccc3Cl)noc2C)o1,i,-3,-2,i,i,i,-6,-1,i,i,i
Cc1cccc(Nc2nc3ccccc3s2)c1C,i,-2,0,i,i,i,-5,3,i,i,i
COc1ccccc1C(=O)N1CCN(Cc2cn[nH]c2-c2ccc(F)cc2F)CC1,i,-11,-4,i,i,i,-23,0,i,i,i
CCN(CC)CCCNC(=O)c1nn(-c2ccccc2OC)c(=O)c2ccccc12,i,-1,2,i,i,i,-7,5,i,i,i
CCC(=O)Nc1cc2c(cc1C(=O)CC)OCCO2,i,-5,-1,i,i,i,-3,-3,i,i,i
Cc1ccccc1NS(=O)(=O)c1ccc(C(=O)N2CCC2)cc1,i,0,-1,i,i,i,-5,-3,i,i,i
CC(=O)Nc1nonc1-c1nc2ccccc2n1Cc1nnc(C)o1,i,1,1,i,i,i,-7,6,i,i,i
O=C(C(=O)N1CCc2ccccc2C1)c1c[nH]c2ccccc12,i,.,2,i,i,i,-12,-1,i,i,i
CC1CCCN(c2ncnc3c2cnn3-c2ccc(Cl)cc2)C1 (stereo not drawn),i,-3,-1,i,i,i,-13,6,i,i,i
O=C(C1CCCCC1)N1CCCC(c2nc3c(nnn3Cc3ccccc3)c(=O)[nH]2)C1 (stereo not drawn),i,1,0,i,i,i,-16,-88,i,i,i
Cc1ccc(-c2nnc(SCC(=O)NNC(=O)COc3cccc(C)c3)n2C)cc1,i,-1,1,i,i,i,-8,-7,i,i,i
CN(C)c1ccc(-c2nnc(-c3ccccc3F)o2)cc1,i,-4,-1,i,i,i,-3,17,i,i,i
COCCCNC(=O)Cn1nc(-c2ccc(C)cc2)ccc1=O,i,-5,-5,i,i,i,-13,21,i,i,i
